# Bioassay records: PubChem BioAssay, Broad Institute
# PGC1a acetyl inh: lowers PGC1a acetylation signal in U2OS cells | inhibition, % at 15.6 µM | AID 651687 | AlphaScreen anti-acetyl-lysine; with virally co-expressed GCN5 acetyltransferase | 0.17% of 350,000 active;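 active means every replicate shows inhibition of at least 40%; inconclusive means mean inhibition at least 40% but some replicate below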;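 further: 0% = neutral control wells and 100% = positive control wells; some results beyond the cut were filed as inactive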
# Cneo AK release: causes C. neoformans cell lysis. lysis activity, % at 15 µM. 0.2% of 360,000 active. adenylate kinase release luminescence, 4 h; normalised: neutral wells 0, clomiphene wells 100;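 active means mean lysis activity across replicates of at least 80%, whatever share of replicates individually reach that level; inactive means mean lysis activity below 80%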
#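 Schedule: static 4 h at 37 °C with compound, 1 h detection; system: C. neoformans cells; benchmarks: Clomiphene as positive control; buffer or medium: fresh YPD medium; measure: luminescence rise reflecting yeast cell lysis; measured by: luminescent adenylate kinase detection reagent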
# Statin myotox sup: protects C2C12 myotubes from simvastatin toxicity; ATP luminescence, 48 h; scaled: DMSO 0, geranylgeraniol control 100; rescue of ATP level, % at 7.49 µM; 0.78% of 330,000 active; AID 602340;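 active means mean ATP rescue above about 67%, or every replicate alone reaching that limit, limit read from the data, passing the limit was not always enough; inconclusive means no clear call, values can overlap the other calls; inactive means mean under the limit and some replicate under it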;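 further: myotubes were challenged with 10 µM simvastatin during compound exposure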
# * = called active by the depositor; ? = inconclusive. This is a subset; the hit share may differ from the screen's.
SMILES,PGC1a acetyl inh,Cneo AK release,Statin myotox sup
Cc1ccccc1NC(=O)N(CCc1nc2ccccc2[nH]1)Cc1ccccc1,0,-2,7
CC(=O)N(CN1C(=O)c2ccccc2C1=O)c1ccccc1,2,-3,-2
O=C(O)CCCNS(=O)(=O)c1ccc2ccccc2c1,6,3,-10
CCC(CCC(=O)Nc1ccc(S(N)(=O)=O)cc1)C(=O)O (centres undefined),3,-1,19
CCOc1ccc(NC(=O)CCN2CCN(c3ccccc3F)CC2)cc1,2,1,2
Cc1ccccc1C(=O)N1CCC(C(=O)Nc2ccc3c(c2)OCCO3)CC1,1,-4,10
CC(C)c1nnc(SCC(=O)NCc2ccco2)n1C,-2,2,2
CN(C)S(=O)(=O)Oc1cccc(C(=O)Nc2ccccc2Cl)c1,-3,-2,1
Cc1nnc(SCC(=O)Nc2ccc(N3CCOCC3)cc2)o1,2,-4,-3
COc1ccc(C2=CC(c3ccc(OC)c(OC)c3)NC(=S)N2)cc1 (centres undefined),4,2,-1
CCOC(=O)c1oc2ccccc2c1NC(=O)c1cccs1,-6,1,7
Cc1ccc2cc(C#N)c(N3CCCN(S(=O)(=O)c4ccccc4)CC3)nc2c1,-12,0,3
O=C(Nc1ccc(Cl)c(Cl)c1)N1CCSC1c1ccco1 (centres undefined),2,-4,5
c1ccc(CCn2nnnc2C(c2cccnc2)N2CCN(c3nc4ccccc4s3)CC2)cc1 (centres undefined),-26,-2,53
Cc1c(Cc2ccccc2)c(=O)oc2c(C)c(OCc3nn[nH]n3)ccc12,0,5,-4
COC(=O)CCCC1=CC2=CC(=O)C(C)(OC(=O)CCc3ccccc3)C(=O)C2=CO1 (centres undefined),-8,-1,-4
Cc1cc(NC(=O)C2C3C(=O)N(Cc4ccc(Cl)cc4)C(C(=O)NC4CCCCC4)C34C=CC2(C)O4)no1 (centres undefined),-4,-1,10
CCc1nnc(NS(=O)(=O)c2ccc(NCc3cc(Br)ccc3O)cc2)s1,-1,0,-4
C=CCc1cccc2cc(C(=O)NC(C)(C)C)c(=O)oc12,-19,-1,-7
Cc1nc2ccccc2n1C(=O)c1cc(-c2ccc(Br)cc2)nc2ccccc12,-6,-5,13
COC(=O)c1ccc(COC(=O)CCc2nc(-c3ccccc3)c(-c3ccccc3)o2)cc1,-22,2,-20
CCOc1ccc(NC(=S)/C(=C(\[O-])c2ccc(C)c([N+](=O)[O-])c2)[n+]2ccccc2)cc1,1,-1,-39
S=c1sc2c(N3CCN(Cc4ccccc4)CC3)ncnc2n1-c1ccccc1,6,0,-8
O=c1nc(/C=C/c2ccc(O)c(O)c2)oc2ccccc12,4,2,14
CCOC(=O)N1CCN(CC(O)COC(CC)c2ccccc2)CC1 (centres undefined),1,1,10
CNC(=O)Cn1ncc2c(C)n(Cc3ccc(C)cc3)c(C)c2c1=O,0,2,120*
CCCCn1ccnc1C(=O)c1ccc(S(=O)(=O)N(CCOC)CCOC)cc1,31,-2,-6
CCCC(=O)NC(c1ccc(OC)c(OC)c1)c1c(O)ccc2ccccc12 (centres undefined),-2,-2,9
O=C(CCC(=O)c1cccs1)NC(c1ccccc1)c1ccccc1,-17,0,6
CCN(CC)c1nc2cc(OC)ccc2cc1C#N,0,-1,6
COc1ccccc1-c1nc(C#N)c(N2CCN(Cc3ccccc3)CC2)o1,9,0,2
Cc1cc(C)n2nc(-c3sccc3-n3cccc3)cc2n1,-13,7,1
COCCN(C(=O)Cc1cccs1)C(C(=O)NCc1ccc(OC)cc1)c1ccc(C)cc1 (centres undefined),-1,-2,22
CCOC(=O)C1CCN(CC(=O)Nc2c(C(=O)OC)n(C)c3cccc(C)c23)CC1,-2,0,9
COc1ccc(C2(CNC(=O)Cc3ccc(OC)c(OC)c3)CCOCC2)cc1,15,-8,-13
CCn1c(SCC(=O)Nc2ccc(NC(=O)c3cccs3)cc2)nnc1-c1cccnc1,-9,-3,-4
CCOCCCNC(=O)c1ccc2c(c1)OCO2,-2,2,3
CCOC(=O)c1c(NC(C)=O)sc2c1C1CCN2CC1,3,1,-5
CS(=O)(=O)N(CC(=O)O)c1ccc2c(c1)OCO2,17,0,-4
COc1ccc(OCc2nnc(SCC(N)=O)n2N)cc1,4,0,14

# Compound profiles, as listed above. Values in the order: PGC1a acetyl inh, Cneo AK release, Statin myotox sup
# Entry for CCOC(=O)C1CCN(CC(=O)Nc2c(C(=O)OC)n(C)c3cccc(C)c23)CC1 → -2, 0, 9
# Entry for CCn1c(SCC(=O)Nc2ccc(NC(=O)c3cccs3)cc2)nnc1-c1cccnc1 → -9, -3, -4
# Entry for CCOCCCNC(=O)c1ccc2c(c1)OCO2 → -2, 2, 3
# Entry for COCCN(C(=O)Cc1cccs1)C(C(=O)NCc1ccc(OC)cc1)c1ccc(C)cc1 (centres undefined) → -1, -2, 22
# Entry for CCOC(=O)c1c(NC(C)=O)sc2c1C1CCN2CC1 → 3, 1, -5

# Remaining list, next part:
SMILES,PGC1a acetyl inh,Cneo AK release,Statin myotox sup
CNC(=O)Nc1ccccc1C(=O)NCc1ccccc1,1,5,19
CSc1nncc(-c2ccc(F)c(F)c2)n1,-2,0,8
CC(C)C(C)(C#N)NC(=O)CSc1nnc(-c2ccccc2)o1 (centres undefined),-3,5,7
O=C1C(=C(c2ccccc2)c2ccccc2)Nc2ccccc21,0,-1,100*
CC(C)CCN(CCC(C)C)C/C(O)=C(\C#N)c1nc(-c2ccccc2)cs1,2,1,-30
Cc1cc(NC(=O)C2(c3ccccc3)CCCC2)no1,0,3,3
Cc1nc(SCCC(C)C)c([N+](=O)[O-])[nH]1,-2,0,7
COc1ccc(N2CCN(C(CNC(=O)c3ccco3)c3cccnc3)CC2)cc1 (centres undefined),8,-3,-6
O=C(NC(=S)Nc1ccc(N2CCOCC2)c(Cl)c1)C(c1ccccc1)c1ccccc1,6,1,15
COc1ccccc1CC(=O)Nc1ccc(-c2nnc(-c3ccco3)o2)cc1,4,0,3
O=C(c1ccc(-c2ccccc2)cc1)N1CCN(c2ncccn2)CC1,10,-1,-1
COc1cccc(C(C(=O)NC2CCCCC2)N(C(=O)Cc2cccs2)c2ccc(-n3cnnn3)c(OC)c2)c1 (centres undefined),18,0,-9
CCO/C=C1/C(=O)N(CC)c2ccccc21,7,4,-4
O=c1c2ccccc2nnn1CSc1nnc(-c2ccco2)o1,-6,-2,34
Cc1cc(C)n(-c2nc3nonc3nc2Nc2cccc(C)c2C)n1,11,-1,-16
O=C(COc1ccc2ccccc2c1)N1CCN(c2ccccc2O)CC1,41,-2,13
Cc1ccc(S(=O)(=O)N2c3ccccc3OCC2C(C)(C)C)cc1 (centres undefined),-32,-2,6
COc1cc(/C=C2\SC(=S)N(Nc3ccccc3)C2=O)cc(OC)c1OC,10,-3,30
CCC(C)NS(=O)(=O)c1ccc(OC)c(Cl)c1Cl (centres undefined),-1,-2,50
CC1(C)Cc2cccc(OCC(=O)Nc3nccs3)c2O1,5,-2,1
O=C(O)CN1C(=O)CSc2ccccc21,0,1,-2
CCN(C1CCCCC1)S(=O)(=O)c1ccc(S(=O)(=O)N(CC(=O)Nc2ccccc2)C2CC2)cc1,-8,0,-8
Cc1ccc(C)c(-n2c(Cc3cc(=O)[nH]c(=O)[nH]3)nnc2SCC(=O)NCc2ccco2)c1,2,-1,6
O=C(CN1C(=O)CCC1=O)Nc1ccc2c3c(cccc13)CC2,9,-7,92*
O=C(c1cccnc1)N1CCN(C(=O)c2ccco2)CC1,0,5,39
Cc1cc(C(=O)NCc2cc(C)n(C)n2)sc1-c1ccccc1,3,6,-29
CCCCn1c(=O)c(Cc2ccccc2)c(O)c2ccccc21,-1,3,-3
CCOC(=O)C(NC(C)=O)(Nc1ccc(F)cc1)C(F)(F)F (centres undefined),-14,-6,2
CC(=O)Nc1ccccc1-c1nn[nH]n1,-1,-1,24
O=C(Nc1cccc(F)c1)c1ccccc1,-1,0,6
Cc1ccc(S(=O)(=O)n2nc(-c3cccnc3)nc2N)cc1,-13,1,8
O=C(CCCNS(=O)(=O)c1cccc2nsnc12)NC1CCCCC1,-9,-1,-12
Cc1ccccc1C(=O)NC1CCN(CC(=O)Nc2c(C)cccc2C)CC1,0,-1,1
Cc1ccccc1Cn1nnc2c1C(=O)c1ccccc1C2=O,17,-2,-74
CCCCNC(=O)c1nc2ncc(Br)cn2n1,-4,1,10
CC(=O)n1cc(C2C(=O)CCCC2=O)c2ccccc21,7,-3,13
O=[N+]([O-])c1ccc(Cl)c(-c2ccc(/C=N/c3c(-c4ccco4)nc4ccccn34)o2)c1,0,0,-5
Cc1cccc(-c2nnc(-c3cccc(NC(=O)Cc4cccs4)c3)o2)c1,-20,0,3
COc1ccc(N2CCN(C(=O)CCNS(=O)(=O)c3cc(Br)cnc3N)CC2)cc1,6,12,14
COC(=O)C1=C(C(=O)c2ccccc2)C(c2cccs2)n2nnnc2N1 (centres undefined),13,-2,-6
O=C(C1CCC(C(=O)N2CCc3ccccc32)CC1)N1CCc2ccccc21 (centres undefined),7,0,-15
O=C(NCc1ccco1)c1cccc(S(=O)(=O)N2CCCCC2)c1,-4,0,18
CCOc1ccc(CN2CCN(C(=O)c3ccccc3)CC2)cc1,-12,0,4
O=S(=O)(NCC1CCCO1)c1ccc2oc3ccc(S(=O)(=O)NCC4CCCO4)cc3c2c1 (centres undefined),-3,-3,?
c1ccc(COc2ccc(-c3csnn3)cc2)cc1,-4,-1,-7
O=C1c2ccccc2C(=O)N1c1ccc(S(=O)(=O)N2CCN(c3ccccc3)CC2)cc1,5,-1,-10
Clc1ccc(OCCn2c(-c3ccco3)nc3ccccc32)cc1,-6,6,9
COc1ccc(Cl)cc1S(=O)(=O)N1CCN(C(=O)COc2ccccc2)CC1,-2,-1,45
CC(=O)c1ccc(NC(=O)c2ccc3nc(-c4ccco4)c(-c4ccco4)nc3c2)cc1,-22,0,-45
COc1ccc(OC)c(S(=O)(=O)Nc2ccc(C(C)=O)cc2)c1,4,1,-5

# Other entries:
SMILES,PGC1a acetyl inh,Cneo AK release,Statin myotox sup
CCOC(=O)c1c(NC(C)=O)sc2c1CCC(C=NCCCN(CC)CC)=C2Sc1ccccc1,-7,1,16
CC1CCCC(NC2CCCCNC2=O)C1 (centres undefined),-6,-1,-5
Fc1c(F)c(F)c(CSc2nc3ccccc3[nH]2)c(F)c1F,0,3,26
CN1CCN(Cc2cc(=O)oc3ccc(Cl)cc23)CC1,8,0,15
CCCn1c(=O)[nH]c(=O)c2c1nc(-c1ccc3c(c1)OCCO3)n2CCN1CCOCC1,0,-4,3
COc1ccc(NC(=O)CCC(=O)OC(C(=O)c2ccccc2)c2ccccc2)cc1 (centres undefined),0,0,3
COc1cccc(CNC(=O)CCNS(=O)(=O)c2cccs2)c1,-5,1,4
CN1C(=O)SC(Nc2cccc3ccccc23)C1=O (centres undefined),-3,-2,2
COCCn1nnnc1CN1CCN(c2cccc(C(F)(F)F)c2)CC1,-9,0,-3
Cc1cc(C(=O)CSc2nnc(-c3cccs3)n2Cc2ccccc2)c(C)n1C,10,1,23

# An excerpt of these results, with values under each structure:
# Below each SMILES: PGC1a acetyl inh | Cneo AK release | Statin myotox sup
- Fc1c(F)c(F)c(CSc2nc3ccccc3[nH]2)c(F)c1F
 : 0 | 3 | 26
- CN1CCN(Cc2cc(=O)oc3ccc(Cl)cc23)CC1
 : 8 | 0 | 15
- CCCn1c(=O)[nH]c(=O)c2c1nc(-c1ccc3c(c1)OCCO3)n2CCN1CCOCC1
 : 0 | -4 | 3
- COc1ccc(NC(=O)CCC(=O)OC(C(=O)c2ccccc2)c2ccccc2)cc1 (centres undefined)
 : 0 | 0 | 3
- COc1cccc(CNC(=O)CCNS(=O)(=O)c2cccs2)c1
 : -5 | 1 | 4

# The listing continues.
SMILES,PGC1a acetyl inh,Cneo AK release,Statin myotox sup
C=CCS/C(=N\n1cnc2ccccc2c1=O)N1CCCCC1,5,6,21
COC(=O)CC1SC(=O)NC1=Nc1cccc(C)c1 (centres undefined),1,-5,2
CC(C)CCn1nnnc1C(c1ccc(F)cc1)N1CCN(C(=O)c2ccco2)CC1 (centres undefined),-1,-3,-11
CCCN(CCC)CCCNC(=O)C1CCC(CNS(=O)(=O)c2cccc3nsnc23)CC1 (centres undefined),3,-3,4
COc1cc(N2CCCC2)c(OC)cc1/C=C(/C#N)c1cccc(F)c1,1,-2,-31
O=C(CCCN1C(=O)c2ccccc2C1=O)N1CCN(c2ccccn2)CC1,-4,-2,4
CC(C)(C)C(=O)Nc1ccccc1C(=O)Nc1ccccn1,2,1,7
Cc1ccc(C(=O)Oc2cc(C)n(C)c(=O)c2)cc1,-4,-4,-4
CC1=CC(c2ccccc2)n2nc(N3C(=O)c4ccccc4C3=O)nc2N1 (centres undefined),-4,0,10
CCOc1cc2[nH]c(=S)n(CCCOC)c(=O)c2cc1OCC,-12,0,-16
CCOc1ccccc1OCC(=O)Nc1ccc(N2CCCCC2)cc1,-13,3,-37
Cc1c(NS(=O)(=O)c2ccccc2)cc(Cl)c(O)c1C,5,-3,22
CC(C)CNC(=S)NC1CC2CCC(C1)N2Cc1ccccc1 (centres undefined),6,1,-21
O=C(NCc1ccccc1)C(=O)NCC1COc2ccccc2O1 (centres undefined),0,0,-31
CC(=O)c1ccc2c3c(cccc13)C(=O)N(c1c(C)nn(C)c1C)C2=O,-7,0,10
COC(=O)C(Cc1cnc(Cl)s1)(C(=O)OC)c1ccccc1[N+](=O)[O-],-19,-1,11
c1ccc2[nH]c(NCCCN3CCOCC3)nc2c1,-8,1,-14
